Bioassay records: PubChem BioAssay, several laboratories
GSH bead fluor – compound fluoresces at 488/530 nm on GSH beads; 190,000 tested, 0.25% active; AID 1776; GSH beads flow cytometry, compound fluorescence 488/530 nm; stronger effect = higher value; fluorescence (KMESF) at 10 µM; in the data active means fluorescence above about 89;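 further: glutathione beads carrying GST-tagged Bcl family fusion proteins plus one bare bead set; values are compound well signal with DMSO vehicle wells as background; inactives centre near 16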
HRas wt GTP – changes GTP binding to wildtype human HRas; P01112; GST-Ras wt beads, Bodipy-FL-GTP binding, flow cytometry; actives lie on both sides; GTP binding activity, % at 10 µM; 190,000 tested, 0.14% active;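 active means GTP binding activity at least 20% away from the 100% baseline, either lowered as inhibitor or raised as activator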;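 further: 0% = unlabeled GTP competition control and 100% = no-compound control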
ABCG2 inh – human ABCG2 inhibition, ABCB1 as counter-screen; IgMXP3 cells, JC-1 efflux, flow cytometry; inhibition, % at 6.6 µM; 190,000 tested, 0.1% active; AID 1325;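 active means inhibition above 80%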;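 further: 0% = DMSO and 100% = nicardipine control wells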
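Measure – % inhibition of efflux relative to nicardipine and DMSO · Test system – ABCG2 IgMXP3 and barcoded ABCB1 CCRF-Adr cell mix · Control set – nicardipine as high control, DMSO as low control · Compound – one concentration, 6.6 µM final · Signal – flow cytometry of retained JC-1 fluorescence · Timing – 10 min exposure at 25 °C with rotation, no wash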
ABCB1 block – inhibitors of human ABCB1 transporter, ABCG2 counter-screen | P08183 | CCRF-Adr cells, JC-1 efflux, flow cytometry | inhibition, % at 6.6 µM | 190,000 tested, 0.067% active | AID 1326; in the data active means inhibition above about 40%;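 further: 0% = vehicle and 100% = reference inhibitor; higher value means more JC-1 retained so stronger ABCB1 efflux block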
Target sequence (P08183 whole entry, looked up): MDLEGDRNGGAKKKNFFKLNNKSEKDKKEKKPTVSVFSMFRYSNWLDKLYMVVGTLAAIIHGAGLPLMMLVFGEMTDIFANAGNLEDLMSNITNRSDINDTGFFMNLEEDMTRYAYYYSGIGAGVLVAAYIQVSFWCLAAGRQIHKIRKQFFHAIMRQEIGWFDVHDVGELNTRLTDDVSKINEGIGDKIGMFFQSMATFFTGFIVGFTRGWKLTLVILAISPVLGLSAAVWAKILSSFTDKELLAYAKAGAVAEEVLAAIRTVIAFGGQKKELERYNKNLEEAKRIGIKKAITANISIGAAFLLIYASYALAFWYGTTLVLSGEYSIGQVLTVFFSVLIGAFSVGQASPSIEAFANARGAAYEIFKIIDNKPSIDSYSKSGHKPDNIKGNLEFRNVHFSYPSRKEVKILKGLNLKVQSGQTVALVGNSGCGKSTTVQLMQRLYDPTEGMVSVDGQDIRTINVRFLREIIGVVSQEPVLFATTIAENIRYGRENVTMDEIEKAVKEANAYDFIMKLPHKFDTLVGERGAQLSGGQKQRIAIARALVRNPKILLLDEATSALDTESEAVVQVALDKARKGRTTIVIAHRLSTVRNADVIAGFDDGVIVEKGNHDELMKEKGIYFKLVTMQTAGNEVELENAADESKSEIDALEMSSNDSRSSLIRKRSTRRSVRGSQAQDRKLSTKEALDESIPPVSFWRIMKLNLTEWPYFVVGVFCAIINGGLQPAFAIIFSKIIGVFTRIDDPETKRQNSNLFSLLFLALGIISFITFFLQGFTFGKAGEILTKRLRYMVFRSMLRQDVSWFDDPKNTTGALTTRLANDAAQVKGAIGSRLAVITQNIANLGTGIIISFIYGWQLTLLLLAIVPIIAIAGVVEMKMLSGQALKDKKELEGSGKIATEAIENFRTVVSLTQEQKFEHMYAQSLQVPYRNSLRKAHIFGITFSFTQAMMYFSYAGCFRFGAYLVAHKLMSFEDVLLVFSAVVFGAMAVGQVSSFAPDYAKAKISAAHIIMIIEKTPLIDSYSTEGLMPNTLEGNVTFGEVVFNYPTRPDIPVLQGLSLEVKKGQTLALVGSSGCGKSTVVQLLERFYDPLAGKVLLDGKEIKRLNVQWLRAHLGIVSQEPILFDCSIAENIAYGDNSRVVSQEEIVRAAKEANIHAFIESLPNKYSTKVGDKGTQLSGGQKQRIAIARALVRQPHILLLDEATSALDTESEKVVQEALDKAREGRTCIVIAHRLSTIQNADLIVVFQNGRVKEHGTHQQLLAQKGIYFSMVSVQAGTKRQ
Rac1 mut GTP – modulators of GTP binding to human Rac1 activated mutant; GST-Rac1 activated beads, fluorescent GTP binding, flow cytometry; actives lie on both sides; 100% means binding = to untreated wells; 190,000 tested, 0.11% active; percent activity (GTP binding), % at 10 µM;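 active means GTP binding at least 20 percentage points away from the 100% baseline, in either direction, so actives lie on both sides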
Rac1 wt GTP bind – human Rac1 wildtype GTP binding, inhibitors and activators. GST-Rac1 beads, fluorescent GTP binding, flow cytometry; actives lie on both sides; 0 = cold GTP competed, 100 = untreated. GTP binding activity (% of control), % at 10 µM. 190,000 tested, 0.27% active;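 active means GTP binding activity at least 20 points away from the 100% control level, either lower or higher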
Avidin bead fluor – avidin bead compound fluorescence profile; Avidin beads, compound fluorescence 488/530 nm, flow cytometry; stronger effect = higher value; fluorescence (KMESF) at 10 µM; 220,000 tested, 0.38% active; AID 1775; in the data active means fluorescence above about 47; further: inactives centre near 10
Pf gamet viab – P. falciparum stage V gametocyte viability inhibition; 150,000 tested, 0.065% active; AID 743093; inhibition, % at 10.9 µM; P. falciparum stage V gametocytes, ATP luminescence, 24 h;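 active means inhibition above the mean plus 3 SD of compounds within the control limits, set per campaign, cut at about 38% in these data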;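 further: 0% = DMSO wells and 100% = medium only without gametocytes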
Rab2 wt GTP – changes GTP binding to wildtype dog Rab2A, up or down; GST-Rab2 wt beads, Bodipy-GTP binding, flow cytometry; AID 760; GTP binding activity, % at 10 µM; P61105; 190,000 tested, 0.19% active;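 active means GTP binding activity at least 20 points away from 100%, either lowered or raised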;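 further: 0% = beads with excess unlabeled GTP and 100% = no-compound control corrected for plate trend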
Cdc42 wt – changes GTP binding to wildtype human Cdc42. percent activity (GTP binding), % at 10 µM. P60953. GST-Cdc42 beads, Bodipy-GTP binding, flow cytometry; actives lie on both sides. 190,000 tested, 0.2% active. AID 761;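 active means percent activity GTP binding at least 20 points away from the 100% baseline, either down as inhibitor or up as activator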;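 further: median bead fluorescence of bound Bodipy-FL-GTP at 100 nM; 0% = excess unlabeled GTP control and 100% = no compound control; below 100% means less GTP binding so inhibitor and above means activator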
Rab7 wt modul – modulators of GTP binding to dog Rab7 wildtype GTPase; GST-Rab7 beads, fluorescent GTP binding, flow cytometry; actives lie on both sides; untreated = 100%, excess cold GTP = 0%; GTP binding activity (percent of control), % at 10 µM; 190,000 tested, 0.055% active; AID 758;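 active means fluorescent GTP binding to Rab7 beads changed by at least 20 points from the 100% baseline, either direction, mostly lower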;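 further: median green fluorescence of bound Bodipy-FL-GTP per Rab7 bead population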
Numbers without * were called inactive; . = no result given.

SMILES	GSH bead fluor	HRas wt GTP	ABCG2 inh	ABCB1 block	Rac1 mut GTP	Rac1 wt GTP bind	Avidin bead fluor	Pf gamet viab	Rab2 wt GTP	Cdc42 wt	Rab7 wt modul
CN(C)/C=C/C(=O)c1ccc(-c2ccc(Cl)cc2Cl)o1	16	96.0	14.4	1.6	96.0	100.0	8	-9.8	98.0	97.0	99.0
C/C(=N\Nc1nc(Nc2ccccc2)nc(N2CCOCC2)n1)c1cccs1	14	98.0	4.3	0.4	96.0	100.0	12	1.6	97.0	99.0	103.0
Cc1ccnc(NS(=O)(=O)c2cccs2)c1	12	100.0	-0.1	0.0	97.0	97.0	39	.	98.0	100.0	100.0
CCOC(=O)Cn1c(=O)oc2cc(S(=O)(=O)NCCCc3ccccc3)ccc21	14	95.0	1.1	0.7	93.0	98.0	6	.	92.0	95.0	93.0
O=C1CC(N2CCN(c3ccc(O)cc3)CC2)C(=O)N1c1ccc2c(c1)OCO2 (stereo not given)	26	99.0	4.3	0.9	98.0	101.0	9	14.2	99.0	98.0	108.0
O=C(C1CCN(C2CCN(CC3CC=CCC3)CC2)CC1)N1CCOCC1 (stereo not given)	9	96.0	-0.1	-0.1	97.0	101.0	10	-13.8	96.0	99.0	96.0
O=C(C1=C[C@H](c2ccc3c(c2)OCO3)C[C@H](OCCCCO)O1)N1CCN(Cc2ccccc2)CC1	17	96.0	1.5	1.2	96.0	100.0	5	.	96.0	98.0	94.0
COc1ccc(OCCn2c(=O)sc3ccccc32)cc1	13	101.0	10.7	0.5	97.0	105.0	11	.	101.0	98.0	109.0
O=C(/C=C/c1c(F)cccc1Cl)Nc1ccncc1	17	100.0	2.1	-3.5	97.0	105.0	11	-9.1	98.0	102.0	99.0
Cc1nn(Cc2ccc(Cl)c(Cl)c2)c(C)c1NC(=O)c1cc(C2CC2)on1	18	100.0	-2.3	-1.2	98.0	101.0	6	.	100.0	102.0	102.0
Cc1ccccc1C(=O)Nc1nncs1	19	97.0	1.3	0.2	97.0	97.0	4	.	97.0	98.0	95.0
CC(CCn1cccn1)NC(=O)c1cc(COc2ccc(F)cc2Cl)on1 (stereo not given)	13	98.0	6.1	0.3	97.0	97.0	6	-0.1	98.0	98.0	94.0
N/C(=N\OC(=O)Oc1ccccc1)c1ccc(Cl)cc1	22	99.0	27.2	1.6	98.0	105.0	16	.	99.0	100.0	99.0
Cc1ccc(Oc2cnn(-c3ccccc3)c(=O)c2Br)cc1	18	90.0	2.3	0.1	93.0	94.0	10	-37.9	95.0	96.0	87.0
CS(=O)(=O)N1CCCC(C(=O)c2cccc(Cl)c2)C1 (stereo not given)	22	93.0	1.9	0.6	99.0	97.0	9	17.2	98.0	98.0	101.0
Cc1ccc(C(=O)Oc2coc(CSc3nnc(NC(=O)C4CC4)s3)cc2=O)cc1	11	95.0	0.2	-0.7	96.0	99.0	11	.	95.0	98.0	98.0
COc1ccc(C(c2nnnn2CC2CCCO2)N2CCC(C(N)=O)CC2)cc1 (stereo not given)	13	103.0	-0.1	1.0	101.0	105.0	22	.	101.0	105.0	98.0
CCCCn1c(SCC(=O)Nc2nccs2)nc2ccccc2c1=O	30	106.0	2.1	2.9	100.0	103.0	18	-1.1	106.0	108.0	96.0
COc1ccc2nc(-n3c(O)c(C4=c5ccccc5=NC4=O)[nH]c3=S)sc2c1	18	91.0	-8.6	-1.2	91.0	92.0	0	11.8	89.0	93.0	94.0
COc1ccc(NC(=O)C2(c3ccc(NC(=O)c4ccc(OC)cc4)cc3)CCCC2)cc1	20	103.0	3.3	0.6	100.0	106.0	13	17.9	101.0	106.0	102.0
COC(=O)c1sccc1Oc1ccc(F)cc1[N+](=O)[O-]	33	98.0	16.8	-1.7	99.0	102.0	13	.	98.0	98.0	97.0
O=C(CC1NCCc2ccccc21)Nc1ccccc1 (stereo not given)	11	98.0	-0.2	0.0	98.0	101.0	11	2.0	97.0	98.0	97.0
CS(=O)(=O)c1cnc(-c2ccccc2)nc1Oc1ccc(Cl)cc1	23	97.0	3.2	0.9	94.0	95.0	26	.	98.0	96.0	98.0
Cc1ccc(CNc2ccc(O)cc2)cc1	26	100.0	-0.2	0.0	98.0	102.0	4	.	99.0	102.0	98.0
CCN(CC(=O)Nc1ccc2c(c1)OCCO2)c1ccc(S(=O)(=O)N2CCOCC2)cn1	5	93.0	0.6	0.5	95.0	95.0	2	.	94.0	94.0	94.0
CCC(=O)NC(=S)Nc1ccc(NC(=O)c2cccc([N+](=O)[O-])c2C)cc1	9	98.0	18.0	.	95.0	101.0	17	-6.4	94.0	98.0	102.0
O=C(COc1ccccc1Br)NCCc1nc2ccccc2[nH]1	6	101.0	8.1	1.0	100.0	104.0	3	28.4	99.0	98.0	99.0
Cn1ncc(Br)c1C(=O)NCc1cccs1	18	97.0	-0.8	-0.4	95.0	95.0	12	.	95.0	94.0	99.0
Cc1cccc2cc(CN(CC3CCCO3)C(=O)c3cccnc3)c3nnnn3c12 (stereo not given)	30	101.0	-1.0	-1.8	99.0	101.0	7	.	99.0	99.0	101.0
CC(=O)Nc1ccc(S(=O)(=O)N(CCc2ccccc2)CC(=O)N/N=C/c2ccc(C(=O)O)cc2)cc1	8	97.0	-0.6	-0.2	97.0	98.0	8	-9.0	98.0	97.0	96.0
COc1ccccc1N1CC(C)C(=O)NC1=S (stereo not given)	6	101.0	1.9	0.3	99.0	97.0	1	-0.3	100.0	101.0	99.0
COc1ccc(C(=O)NC(=S)Nc2ccccc2[N+](=O)[O-])cc1OC	9	98.0	12.5	-0.1	93.0	96.0	9	.	97.0	95.0	103.0
Cc1ccc(NS(=O)(=O)c2ccc(C(=O)OCC(=O)NCC3CCCO3)cc2)cc1 (stereo not given)	13	94.0	7.0	0.7	95.0	98.0	11	27.4	96.0	93.0	93.0
Cc1c(NC(=O)C2(c3ccccc3)CCCC2)c(=O)n(-c2ccccc2)n1C	43	101.0	-3.4	-0.4	98.0	103.0	8	.	100.0	103.0	98.0
COc1cc(CC(=O)Nc2cccc(C(F)(F)F)c2)cc(OC)c1OC	9	98.0	4.7	0.3	100.0	104.0	1	-8.9	94.0	98.0	96.0
CCCCCCCCn1c(=O)c(C(=O)OCC)c(O)c2ccccc21	12	101.0	5.5	0.4	98.0	103.0	11	.	101.0	101.0	100.0
CC(=O)Nc1ccc(-c2csc(NC(=O)C3CCN(S(=O)(=O)c4cccs4)CC3)n2)cc1	6	100.0	-15.2	-1.3	101.0	104.0	12	4.2	98.0	104.0	99.0
O=S(=O)(CCc1nc2ccccc2s1)c1ccc(Cl)cc1	35	96.0	6.4	-2.6	97.0	98.0	13	15.2	97.0	93.0	99.0
CCN1CCC(NC(=O)Nc2cc(Cl)ccc2OC)CC1	14	96.0	1.5	0.0	96.0	99.0	10	5.8	97.0	97.0	97.0
O=C(CN(Cc1ccccc1F)C(=O)Cn1nnc(-c2cccs2)n1)NC1CCCCC1	34	103.0	0.8	1.7	102.0	105.0	17	-11.7	105.0	105.0	103.0

Limited to Rac1 mut GTP, for 2 of the compounds above:
SMILES	Rac1 mut GTP
O=S(=O)(CCc1nc2ccccc2s1)c1ccc(Cl)cc1	97.0
COc1ccc(C(=O)NC(=S)Nc2ccccc2[N+](=O)[O-])cc1OC	93.0

Compound profiles (already shown). Values in the order: GSH bead fluor | HRas wt GTP | ABCG2 inh | ABCB1 block | Rac1 mut GTP | Rac1 wt GTP bind | Avidin bead fluor | Pf gamet viab | Rab2 wt GTP | Cdc42 wt | Rab7 wt modul
`COc1ccc(C(=O)NC(=S)Nc2ccccc2[N+](=O)[O-])cc1OC` is listed as 9 | 98.0 | 12.5 | -0.1 | 93.0 | 96.0 | 9 | . | 97.0 | 95.0 | 103.0
`CCC(=O)NC(=S)Nc1ccc(NC(=O)c2cccc([N+](=O)[O-])c2C)cc1` is listed as 9 | 98.0 | 18.0 | . | 95.0 | 101.0 | 17 | -6.4 | 94.0 | 98.0 | 102.0
`COc1ccccc1N1CC(C)C(=O)NC1=S` (stereo not given) is listed as 6 | 101.0 | 1.9 | 0.3 | 99.0 | 97.0 | 1 | -0.3 | 100.0 | 101.0 | 99.0
`CC(=O)Nc1ccc(-c2csc(NC(=O)C3CCN(S(=O)(=O)c4cccs4)CC3)n2)cc1` is listed as 6 | 100.0 | -15.2 | -1.3 | 101.0 | 104.0 | 12 | 4.2 | 98.0 | 104.0 | 99.0
`O=C(CC1NCCc2ccccc21)Nc1ccccc1` (stereo not given) is listed as 11 | 98.0 | -0.2 | 0.0 | 98.0 | 101.0 | 11 | 2.0 | 97.0 | 98.0 | 97.0

Next section.
SMILES	GSH bead fluor	HRas wt GTP	ABCG2 inh	ABCB1 block	Rac1 mut GTP	Rac1 wt GTP bind	Avidin bead fluor	Pf gamet viab	Rab2 wt GTP	Cdc42 wt	Rab7 wt modul
Cc1c(NC(=O)Nc2ccc3c(c2)OCO3)c(=O)n(-c2ccccc2)n1C	24	99.0	3.7	0.5	95.0	94.0	149*	18.6	98.0	97.0	99.0
COc1ccc(C)cc1N(C(=O)COc1ccccc1)c1nc2ccccc2s1	13	98.0	-0.6	0.4	100.0	103.0	13	-4.6	98.0	99.0	98.0
COc1ccccc1C(=O)c1cc2ccc(O)cc2oc1=O	11	97.0	0.4	-0.1	95.0	97.0	10	3.6	99.0	98.0	104.0
COC(=O)c1ccc(NC(=S)NCCc2ccc(OC)cc2)cc1	18	97.0	14.3	0.7	94.0	99.0	10	.	98.0	98.0	97.0
Cc1nnc(SCC(=O)N2CCN(c3ccccc3)CC2)n1-c1ccccc1	11	99.0	0.1	0.2	100.0	104.0	9	.	101.0	103.0	98.0
C/C=C(/C)C(=O)OC1c2c(ccc3ccc(=O)oc23)OC(C)(C)C1OC(C)=O (stereo not given)	13	99.0	7.5	0.9	98.0	99.0	4	.	101.0	98.0	96.0
COc1ccc(C(=O)C2CCCN(C(=O)Cc3c(C)noc3C)C2)cc1OC (stereo not given)	15	99.0	4.4	0.7	98.0	99.0	10	0.3	98.0	100.0	97.0
Cc1cc(C)n2nc(C(=O)Nc3ccc4c(c3)OCO4)cc2n1	43	96.0	11.1	-1.1	96.0	93.0	3	.	93.0	98.0	98.0
N#CC(c1ccccc1)c1ccc(=O)[nH]n1 (stereo not given)	14	91.0	-2.9	0.1	90.0	89.0	9	-3.4	93.0	88.0	102.0
O=C(CC1C(=O)NCCN1Cc1cccc(Oc2ccccc2)c1)NCCn1cccn1 (stereo not given)	17	100.0	5.5	0.7	97.0	99.0	14	12.3	99.0	101.0	93.0
C[N+]1(CC2COC3(CCCCC3)O2)CCCC1 (stereo not given)	6	103.0	3.5	0.6	102.0	106.0	13	29.5	103.0	103.0	102.0
CC(C(=O)N1CCOCC1)N1C(=O)c2cccc3cccc(c23)C1=O (stereo not given)	10	96.0	6.0	1.1	99.0	102.0	10	2.2	96.0	99.0	98.0
Cc1ccc(N(CC(=O)N2CCOCC2)S(=O)(=O)c2ccccc2)cc1	11	104.0	2.1	0.9	99.0	103.0	8	.	102.0	105.0	99.0

Rows are unselected (roughly 1.1% active in at least one column).
